Tb PFK inh: qHTS Assay to Find Inhibitors of T. brucei phosphofructokinase | ATP-dependent 6-phosphofructokinase (Trypanosoma brucei brucei), O15648 | T. brucei PFK, ADP-Glo luminescence | Potency, µM (doses to about 57.5 µM), for the others: at the highest dose activity, negative = inhibition, most hits filed as inhibitors | hit rate 0.17% among 330,000 | AID 485367, 2010;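 further: potency means the concentration at half of the fitted maximal effect; 0% = uninhibited 1x PFK enzyme wells and -100% = no-enzyme wells; nearly all actives have a fitted effect of over 60% in size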
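Activity is normalized to no-enzyme wells (full inhibition) and 1.25 nM enzyme wells (no inhibition). Reaction: 0.5 mM F6P, 0.1 mM ATP, 45 min RT, ADP-Glo luminescence; concentration-response curves fitted and classed by quality.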
Rab9 promoter act: qHTS Assay for Rab9 Promoter Activators; Huh7 Rab9 promoter-luciferase reporter, luminescence, 24 h; Potency, µM (series often up to 9.22 µM), inactives show at the top dose activation, negative = inhibition, usual class: activators; hit rate 2.8% among 320,000; further: potency means the concentration at half of the fitted maximal effect; % of control where 0% means no effect; nearly all actives have a fitted effect of over 60% in size
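Steps: seed 1500 Huh7 Rab9-luc cells per well, rest 2 h at 37 °C; add compound in DMSO; incubate 24 h; add luciferase reagent, 10 min ambient; read luminescence.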
FLuc modulator: qHTS profiling assay for firefly luciferase inhibitor/activator using purifed enzyme and Km concentrations of substrates (counterscreen for miR-21 project); Luciferin 4-monooxygenase (Photinus pyralis), P08659; purified FLuc, Km substrates, luminescence inhibition; Potency, µM (top dose mostly 57.5 µM), without a hit: at the top dose activity change, negative = inhibition, usual class: inhibitors; hit rate 6.9% among 360,000;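 further: potency means the concentration at half of the fitted maximal effect; plate controls were vehicle for no effect and reference inhibitor for full effect; nearly all actives have a fitted effect of over 55% in size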
Target sequence (P08659 whole entry, looked up): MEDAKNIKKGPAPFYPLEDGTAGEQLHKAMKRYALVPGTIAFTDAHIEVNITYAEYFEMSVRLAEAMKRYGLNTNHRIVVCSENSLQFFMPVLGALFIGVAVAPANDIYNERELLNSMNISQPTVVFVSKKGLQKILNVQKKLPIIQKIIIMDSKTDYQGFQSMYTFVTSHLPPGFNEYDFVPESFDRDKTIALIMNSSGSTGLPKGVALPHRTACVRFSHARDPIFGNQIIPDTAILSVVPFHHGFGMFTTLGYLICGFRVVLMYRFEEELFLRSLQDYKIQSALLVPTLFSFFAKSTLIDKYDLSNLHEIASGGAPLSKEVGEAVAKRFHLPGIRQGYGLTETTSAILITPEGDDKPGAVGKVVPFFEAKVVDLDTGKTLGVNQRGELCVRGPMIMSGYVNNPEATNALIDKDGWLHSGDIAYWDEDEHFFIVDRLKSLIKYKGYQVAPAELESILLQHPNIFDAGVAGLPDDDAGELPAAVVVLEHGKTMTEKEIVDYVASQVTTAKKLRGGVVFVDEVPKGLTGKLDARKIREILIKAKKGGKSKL
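Biochemical qHTS of compounds, final roughly 60 µM downward over six points, against 10 nM purified firefly luciferase using Km concentrations of substrates (10 uM D-luciferin, 10 uM ATP) in Tris acetate pH 7.5 buffer; luminescence output.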
uPA surface inh: qHTS for Inhibitors of Cell Surface uPA Generation; Potency, µM (highest dose often 38.3 µM), inactives show at the highest dose activity change, negative = inhibition, hits mostly inhibitors; hit rate 0.31% among 330,000; cell surface uPA generation assay, qHTS; active means well fitted inhibition curve with a large enough effect; inconclusive means small, poorly fitted or top-dose-only effect; inactive means no such curve, though single readings can be large or run the other way; tested in mouse RAW 264.7 cells; further: potency means the concentration at half of the fitted maximal effect; on the % scale 0 is the no-effect control and ±100 the full control effect; nearly all actives have a fitted effect of over 55% in size
FBPA coupling cs: qHTS Assay for Inhibitors of Fructose-1,6-bisphosphate Aldolase from Giardia Lamblia: Coupling assay counterscreen; coupling enzyme system counterscreen, AmpLite Red fluorescence; activity change, negative = inhibition, % at 58.2 µM, hits read low; hit rate 0.67% among 290,000; AID 2472, 2010; in the data active means activity change below about -30%; further: on the % scale 0 is the no-effect control and ±100 the full control effect
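Activity here indicates interference with the coupling reaction, not aldolase inhibition. Compounds at 57.5 uM final met coupling enzymes for 10 min at RT; substrate and AmpLite Red detection followed, with a 525/598 nm fluorescence read after 20 min.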
Giardia kill: Small Molecules that selectively kill Giardia lamblia: qHTS. Giardia lamblia trophozoite viability. activity change, % at 7.66 µM, hits read low. hit rate 0.15% among 340,000; in the data active means activity change below about -80%; inconclusive means between about -30% and that limit;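 further: parasites exposed to compound for two days anaerobically before the ATP read; on the % scale 0 is the no-effect control and ±100 the full control effect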
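Each well holds 100 Giardia trophozoites and compound. After two days (48 hrs) at 37 deg C in anaerobic conditions, ATP is quantified by luminescence.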
RORgamma inh: qHTS for inhibitors of ROR gamma transcriptional activity. Drosophila S2 Gal4-RORgamma UAS-luciferase reporter, 20 h. Potency, µM (series often up to 53.6 µM), for inactives: at the highest dose activity change, negative = inhibition, most hits filed as inhibitors. hit rate 5.4% among 310,000; further: potency means the concentration at half of the fitted maximal effect; on the % scale 0 is the no-effect control and ±100 the full control effect; nearly all actives have a fitted effect of over 60% in size
Target sequence (P51450 whole entry, looked up, the tested form may be a part): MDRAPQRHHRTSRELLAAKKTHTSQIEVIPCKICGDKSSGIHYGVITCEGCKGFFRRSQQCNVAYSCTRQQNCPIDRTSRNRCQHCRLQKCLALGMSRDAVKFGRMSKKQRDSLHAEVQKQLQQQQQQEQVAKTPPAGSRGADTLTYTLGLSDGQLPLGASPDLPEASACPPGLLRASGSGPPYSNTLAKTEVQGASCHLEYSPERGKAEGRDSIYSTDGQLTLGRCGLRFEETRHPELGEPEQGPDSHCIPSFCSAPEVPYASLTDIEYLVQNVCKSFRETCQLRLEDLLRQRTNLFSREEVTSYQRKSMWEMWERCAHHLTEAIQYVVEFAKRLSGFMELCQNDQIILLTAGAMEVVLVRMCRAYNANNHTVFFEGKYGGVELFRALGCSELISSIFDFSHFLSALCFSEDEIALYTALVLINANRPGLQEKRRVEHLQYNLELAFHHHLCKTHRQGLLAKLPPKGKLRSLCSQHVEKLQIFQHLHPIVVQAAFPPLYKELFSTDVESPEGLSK
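Luciferase reporter read in Schneider cells carrying Gal4-RORγ (mouse) and UAS-Photinus luciferase; cells given compound 1 h before 700 uM copper sulfate induction, then incubated 20 h at ambient temperature.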
KCNH2 3.1 inh: qHTS for Inhibitors of KCHN2 3.1: Mutant qHTS. Potassium voltage-gated channel subfamily H member 2, brain isoform KCNH2 3.1 (human). U2OS KCNH2 3.1, thallium flux FluxOr; hits give low values. activity change, % (tested at about 1.8 µM). hit rate 0.95% among 340,000. AID 720553, 2013;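 active means maximum activity change below -70%; inconclusive means maximum activity change from -70% to -50%; inactive means maximum activity change above -50%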;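 further: thallium influx rate constant from kinetic fluorescence after stimulation buffer; on the % scale 0 is the no-effect control and ±100 the full control effect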
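Virally transduced U2OS (3.1 isoform, 4 h infection in dark at RT) → overnight 37 C → FluxOr + Red40 in HBSS/HEPES, 45 min → stimulation buffer, 2 min kinetic read → rate constant vs DMSO controls.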
ELG1 genotox: qHTS screen for small molecules that induce genotoxicity in human embryonic kidney (HEK293T) cells expressing luciferase-tagged ELG1; hit rate 1.3% among 330,000; HEK293T ELG1-luciferase reporter, luminescence, 16 h; Potency, µM (series often up to 46 µM), for inactives: at the top dose activity change, positive = activation, actives largely listed as activators; further: potency means the concentration at half of the fitted maximal effect; % of control where 0% means no effect; nearly all actives have a fitted effect of over 60% in size
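Genotoxic stress is detected as increased luminescence from luciferase-tagged ELG1 in HEK293T cells, measured with ONE-Glo after a 16 hr treatment at 37 °C.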
Gal4-VP16 FLuc: VP16 counterscreen qHTS for inhibitors of ROR gamma transcriptional activity; hit rate 3.5% among 310,000; AID 2546, 2010; Drosophila S2 Gal4-VP16 UAS-luciferase, luminescence, 20 h; Potency, µM (titrated, usually from 53.6 µM), inactives show top-dose activity, negative = inhibition, hits mostly inhibitors;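 further: Gal4-VP16 expression switched on by copper sulfate through the metallothionein promoter; potency means the concentration at half of the fitted maximal effect; on the % scale 0 is the no-effect control and ±100 the full control effect; nearly all actives have a fitted effect of over 50% in size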
NPC1 promoter act: qHTS Assay for NPC1 Promoter Activators; Huh7 NPC1 promoter luciferase reporter, 24 h; Potency, µM (top dose mostly 9.22 µM), for the others: at the top dose activation, most hits filed as activators; hit rate 2.4% among 320,000;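 further: potency means the concentration at half of the fitted maximal effect; % of control where 0% means no effect; nearly all actives have a fitted effect of over 60% in size; reporter is driven by a mutant NPC1 promoter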
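Luciferase expression driven by the NPC1 promoter was measured in stably transfected Huh7 cells after a 24 h compound incubation, using a luciferase reagent and a luminescence read.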
Active calls of the source: *; ? = inconclusive; . = not tested or not shown; & = joins results of further samples; [ ] = remark or other dose. Unless noted, the call rests on the fitted dose curve; in most records, active means well fitted curve in the direction sought with a large enough effect; inconclusive means small, poorly fitted or top-dose-only effect, or another doubt; inactive means no such curve, though single readings can be large; an effect the other way counts as inactive or inconclusive. Compounds as they come; 14% or so of the library scored in one or more.

The line under a structure holds: Tb PFK inh	Rab9 promoter act	FLuc modulator	uPA surface inh	FBPA coupling cs	Giardia kill	RORgamma inh	KCNH2 3.1 inh	ELG1 genotox	Gal4-VP16 FLuc	NPC1 promoter act
1) Cc1ccc(S(=O)(=O)N2CCCCC2)cc1NC(=O)COC(=O)Cc1c(F)cccc1Cl
 : 0%	-5%	-2%	0%	0	-3	10%	-7	2%	2%	0%
2) O=C(CCc1ccccn1)N1CCCC(Nc2ccc(F)cc2)C1 (stereo unspecified)
 : -6%	-7%	-1%	2%	.	-15	-7%	0	-1%	-10%	-5%
3) CN(c1ccc(C(=O)NCc2cccnc2)cc1)S(C)(=O)=O
 : 0%	1%	5%	8%	1	-17	11%	-33	0%	-9%	-3%
4) COC(=O)c1c(NC(NC(=O)c2ccccc2)(C(F)(F)F)C(F)(F)F)sc2c1CCN(C)C2
 : -4%	2%	-2%	1%	-2	-16	-14%	23	-1%	3%	-4%
5) Cc1cccc(-n2c(C)cc(/C=N/NC(=O)c3ccc(CN4CCOCC4)cc3)c2C)c1
 : 1%	-8%	?	-8%	0	10	10µM*	-5	?	-4%[0.365 µM]	-1%
6) OCC1(Cc2ccccc2)CCN(Cc2cc3ccccc3o2)CC1
 : -5%	-12%	4%	1%	-1	8	4%	-17	-7%	-14%	-4%
7) CCOc1ccccc1C(=O)NCCCCCC(=O)O
 : 0%	2%	-1%	0%	14	19	-28%	-5	1%	-7%	-6%
8) Cc1ccc(OC(=O)C2CCN(C(=O)c3ccccc3C)CC2)c(Br)c1
 : -13%	0%	1%	1%	.	-6	.	-3	-7%	.	2%
9) O=C(c1ccccc1Oc1ccccc1)N1CCN(c2ccc(F)cc2)CC1
 : 4%	-6%	4%	4%	3	-4	?	-23	-9%	5%	-1%
10) CCOc1cc([N+](=O)[O-])c2nc(N)sc2c1
 : 0%	-3%	-18%	-11%	0	-27	-22%	-5	11%	19%	9%
11) COc1ccc(-c2csc(N3CCC(C(N)=O)(N4CCCCC4)CC3)n2)cc1
 : 13%	-3%	1%	2%	0	0	7%	-20	-15%	15%	2%
12) Cc1ccccc1NC(=S)N/N=C/c1ccc(O)cc1O
 : 0%	26%	2.4µM*	13%	-1	-12	?	17	?	?	?
13) Cc1ccc(-c2ccc(/C=N\NC(=O)C3C(=O)NCC3c3ccccc3)o2)cc1Cl (stereo unspecified)
 : -1%	3%	-5%	7%	0	1	?	-4	-4%	20µM*	0%
14) O=C(Cn1ncc2c3ccccc3n(Cc3ccccc3)c2c1=O)NCCCN1CCCC1
 : -1%	-3%	2%	-1%	.	24	14%	-3	0%	-7%	0%
15) CCOC(=O)C1C(CC)NC(=S)NC1(C)O (stereo unspecified)
 : 0%	0%	0%	-3%	0	-11	-15%	8	14%	16%	-5%
16) CCOC(=O)N1CCN(S(=O)(=O)c2ccc(C(=O)Nc3sc4c(c3C#N)CCC4)cc2)CC1
 : 0%[0.46 µM]	0%	-2%	1%	8	16	-1%	11	7%	-15%	-3%
17) C/C(=N\NC(=O)c1nnn(-c2nonc2N)c1-c1ccc2c(c1)OCO2)c1ccc(C)cc1
 : -2%	0%	0%	0%	.	-18	8%	1	0%	-11%	11%
18) COc1ccc(C(=O)NNC(=O)COc2ccc(Cl)cc2C)cc1S(=O)(=O)N1CCOCC1
 : -3%	-6%	-1%	-6%	.	-3	.	-4	-1%	.	-1%
19) CCn1c(SCC(=O)NC2CC2)nnc1-c1csc(C)c1
 : -8%	5%	3%	9%	.	3	-19%	-8	1%	-3%	2%
20) CCOC(=O)c1cn(C2CC2)c2c(F)c(F)c(F)cc2c1=O
 : -1%	-2%	-1%	6%	0	-25	-17%	-5	-5%	-3%	-7%
21) C=CCNc1nc(-c2cc3ccccc3o2)cs1
 : -2%	0.63µM*	0.34µM*	-2%	-2	-9	-33%	-1	0.52µM*	?	1µM*
22) CCOc1ccccc1Nc1nc(-c2sc(C)nc2C)cs1
 : 0%	6%	?	-7%	-3	23	8.9µM*	2	9%	?	5%
23) CCOC(=O)Cc1csc(NC(=O)C(C)Oc2ccc3c(C)cc(=O)oc3c2)n1 (stereo unspecified)
 : 8%	-4%	2%	4%	1	-5	16%	24	-3%	-10%	1%
24) Cc1c(C(=O)NCCSCc2cccc(C(F)(F)F)c2)cnn1-c1ccc(F)cc1
 : -6%	-3%	-19%	12%	-1	-5	42%	-8	-8%	6%	0%
25) COc1cccc(Oc2ccc3nnc(C(F)(F)F)n3n2)c1
 : -1%	0%	-11%	-8%	0	7	-16%	22	?	11%	0%
26) O=c1cc(CN2CCc3ccccc32)nc2sccn12
 : 2%	2%	-5%	2%	1	17	-40%	6	3%	3%	2%
27) CN(C)c1nc(Oc2ccc(=O)[nH]n2)nc(N2CCCCC2)n1
 : .	.	3%	-2%	4	3	-6%	9	.	-3%	.
28) Cc1cccc(N(C(=O)Nc2ccccc2)C2=NCC(C)S2)c1 (stereo unspecified)
 : -1%	9%	-24%	-19%	-1	13	-17%	-4	25%	12%	13%
29) C/C(=N\Nc1ccc(F)cc1F)c1ccccc1O
 : 8%	12%	19µM*	-2%	-1	-4	38%	3	?	10%	2%
30) COc1ccccc1CC(=O)NNC(=O)c1ccc(C(C)(C)C)cc1
 : 0%	1%	?	-27%	.	20	13%	5	12%	4%	3%
31) Cc1sc(NC(=O)COc2ccccc2)c(C#N)c1-c1ccccc1
 : -3%	11%	?	6%	-1	12	15%	2	6%	-3%	14%
32) COc1cccc(CNC(=O)CSc2nnc3c(n2)[nH]c2ccc(F)cc23)c1
 : 0%	-4%	0%	5%	1	?	-26%	-8	-4%	-9%	-9%
33) CSCCC(C(=O)O)N1C(=O)c2ccc(C(=O)O)cc2C1=O (stereo unspecified)
 : -4%	11%	-5%	-4%	5	4	-21%	3	3%	-3%	4%
34) CC(CC(=O)NCCc1ccc(Cl)cc1)S(=O)(=O)c1ccc2c(c1)NC(=O)CO2 (stereo unspecified)
 : -4%	-3%	4%	4%	.	4	10%	-8	-10%	-12%	-4%
35) CSc1cccc(CN2CCN(Cc3ccccc3)C(CCO)C2)c1 (stereo unspecified)
 : -8%	-1%	-1%	8%	-2	0	-2%	-2	-7%	-1%	-2%
36) COc1ccc(CCN2C(=O)C(C)=C(C)C2=O)cc1OC
 : 1%	10%	1%	-25%	1	-1	29%	-4	0%	?	11%
37) CC(=O)Oc1ccc2c(=O)oc(-c3ccccc3C)nc2c1
 : -1%	0%	19µM*	-11%	-2	14	1%[1.91 µM]	7	0%	1%	-2%
38) COc1ccc(NC(=O)CN(C)S(=O)(=O)c2cnc[nH]2)cc1Cl
 : 1%	3%	-6%&5%	-3%	.	9	22%	8	3%	-1%	1%
39) CC(C)n1nc(C(=O)OCC(=O)c2c[nH]c3ccccc23)c2ccccc2c1=O
 : 1%	1%	?	.	0	2	32%	-14	-7%	-2%	-3%
40) COc1ccc(/C=C2/C(=O)OCc3cc(OC)c(OC)cc32)c(OC)c1
 : 9%	-5%	12µM*	-11%	-1	4	-23%	-6	15%	18%	-3%
41) CCCC(C)NC(=O)C1CCN(C(=O)C2CC(=O)N(c3ccc(C)cc3)C2)CC1 (stereo unspecified)
 : 2%	-2%	0%	-7%	1	10	6%	-16	6%	13%	-5%
42) CCOC(=O)C(=NC1CCS(=O)(=O)C1)NNc1ccc(Br)cc1 (stereo unspecified)
 : 6%	1%	-9%	8%	-3	0	6%	4	1%	5%	-3%
43) CCn1nc(C(=O)Nc2cccc(S(=O)(=O)N3CCCC3)c2)c2ccccc2c1=O
 : 0%	-3%	-11%	-1%	.	13	.	3	-2%	.	-3%
44) O=C1C(=O)c2ccccc2C(O)=C1c1ccccc1F
 : 5%	14%	?	-2%	-1	6	-19%	6	-3%	1.3µM*	8%
45) O=C(COc1cccc2cccnc12)N/N=C/c1cccn1-c1ccc(F)cc1
 : -3%	-6%	-5%	-2%	0	4	17%	-9	-5%	0%	0%
46) CN(CC(=O)Nc1ccccc1C(F)(F)F)C(=O)c1ccc(N2C(=O)CCC2=O)cc1
 : -7%	-4%	1%	-1%	.	-25	.	-13	-2%	.	-2%
47) COc1ccc(NC(=O)NCc2ccc(Cl)cc2)cc1
 : 3%	2%	-1%	0%	.	3	-29%	-4	15%	-9%	-6%
